# High-throughput results deposited in PubChem by The Scripps Research Institute Molecular Screening Center.
# TAAR1 agonist: human TAAR1 agonists, primary screen, Fluo-8 calcium fluorescence, CHO RD-HGA16 cells. Trace amine-associated receptor 1 (Homo sapiens), Q96RJ0. vehicle wells 0%, saturating PEA agonist 100%. activation, % at 3 µM. actives 0.99% (n = 360,000). AID 624467, 2012;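 active = activation above the mean activation of all test compounds in the run plus 3 SD, cut at about 38% in these data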
# Target sequence (Q96RJ0 whole entry, looked up): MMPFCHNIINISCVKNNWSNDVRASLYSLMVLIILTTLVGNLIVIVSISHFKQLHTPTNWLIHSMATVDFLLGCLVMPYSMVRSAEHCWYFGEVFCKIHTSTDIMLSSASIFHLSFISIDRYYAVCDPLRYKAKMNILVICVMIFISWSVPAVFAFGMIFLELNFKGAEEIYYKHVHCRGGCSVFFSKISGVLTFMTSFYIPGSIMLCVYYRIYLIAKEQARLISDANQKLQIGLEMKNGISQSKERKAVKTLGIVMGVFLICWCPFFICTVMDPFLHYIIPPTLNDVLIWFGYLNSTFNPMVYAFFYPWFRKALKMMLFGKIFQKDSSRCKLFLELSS
#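 test system = CHO RD-HGA16 cells carrying human TAAR1 plus Gα16 | schedule = 17-24 h seeding, 75 min 37 °C dye, 30 min RT | compound dosing = 3 µM single concentration | control set = DMSO and PEA EC100 | replicates = n 1 | signal = Fluo-8 fluorescence, 5 s baseline then 140 s kinetic read | measure = percent activation vs PEA EC100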
# M1 PAM: human M1 muscarinic receptor positive allosteric modulators, primary screen, CHO-K1 cells, Fluo-8 calcium fluorescence, 1536-well. activation, % at 3 µM. actives 0.088% (n = 360,000). CHO-K1 hM1, ACh EC20; 0% = ACh EC20, 100% = maximal ACh; in the data active = activation above about 19%, passing the limit was not always enough
# Target sequence (P11229 whole entry, looked up): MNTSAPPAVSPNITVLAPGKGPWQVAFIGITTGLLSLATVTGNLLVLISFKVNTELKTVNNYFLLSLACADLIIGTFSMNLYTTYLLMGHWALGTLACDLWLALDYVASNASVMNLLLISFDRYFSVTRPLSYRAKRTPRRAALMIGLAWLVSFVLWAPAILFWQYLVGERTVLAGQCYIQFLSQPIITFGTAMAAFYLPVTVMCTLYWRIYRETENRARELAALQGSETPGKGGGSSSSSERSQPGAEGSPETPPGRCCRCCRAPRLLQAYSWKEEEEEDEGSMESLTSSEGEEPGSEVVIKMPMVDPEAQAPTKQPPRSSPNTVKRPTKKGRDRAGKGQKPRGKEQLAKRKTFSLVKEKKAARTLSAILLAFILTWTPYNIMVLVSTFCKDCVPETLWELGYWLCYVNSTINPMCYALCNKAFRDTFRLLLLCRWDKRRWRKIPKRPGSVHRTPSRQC
# TAAR1 antagonist: human TAAR1 antagonists, primary screen, Fluo-8 calcium fluorescence, CHO RD-HGA16 cells; antagonist; actives 1.5% (n = 360,000); inhibition, % at 3 µM; Trace amine-associated receptor 1 (Homo sapiens), Q96RJ0;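 active = inhibition above a per-plate cutoff, the mean inhibition of test compounds on that plate plus 3 SD, cut at about 49% in these data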;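 also: 0% = DMSO plus EC80 beta-PEA response and 100% = DMSO alone without agonist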
#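 Assay system: RD-HGA16 CHO cells with stable hTAAR1 and Gα16 / Reagent: EC80 β-phenethylamine stimulus / Doses: 3 µM, single point / Timing: dye loading 75 min at 37 °C, then 30 min room temperature / Measured by: Fluo-8 intracellular calcium dye fluorescence, real-time kinetic reads / Controls: vehicle wells and EC80 agonist wells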
# CHO-K1 Ca PAM: nonselective calcium activators in parental CHO-K1 cells, primary screen, counter-screen for M1 PAM project, cell-based, Fluo-8 calcium fluorescence, full deck, 1536-well. ATP EC20; 0% at ATP EC20, 100% at ATP max. activation, % at 3 µM. actives 0.02% (n = 360,000);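 active = activation above the run cutoff, the mean activation of all test compounds plus 3 SD, cut at about 40% in these data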;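 also: peak over basal fluorescence ratio in a 140 s read after ATP addition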
# CHO-K1 Ca antag: nonselective inhibitor or artifact in parental CHO-K1 cells; ATP-induced calcium, Fluo-8 fluorescence; inhibition, % at 3 µM; actives 0.6% (n = 360,000); AID 602250;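 active = inhibition above a per-plate cutoff, the plate's mean sample inhibition plus 3 SD, cut at about 24% in these data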;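 also: 0% = DMSO plus EC80 ATP and 100% = DMSO alone without ATP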
# M1 ag: human M1 muscarinic receptor agonists, primary screen, Fluo-8 calcium fluorescence, CHO-K1 cells, HTS; activation, % at 3 µM; Muscarinic acetylcholine receptor M1 (Homo sapiens), P11229; actives 0.33% (n = 360,000); AID 588814, 2011; CHO-K1 hM1, agonist mode; 0% DMSO, 100% acetylcholine EC100;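 active = activation above the run's mean compound activation plus 3 SD, cut at about 16% in these data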;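 also: peak over basal fluorescence ratio within a 140 s kinetic read after compound addition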
# CHRM1 antagonist: human M1 muscarinic receptor antagonists, primary screen, CHO-K1 cells, Fluo-8 calcium fluorescence, 1536-well; actives 1.3% (n = 360,000); Muscarinic acetylcholine receptor M1 (Homo sapiens), P11229; CHO-K1 hM1, ACh EC80 antagonist; inhibition, % at 3 µM; AID 588852, 2011;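 active = percent inhibition above its own plate's cutoff, namely the mean of that plate's compound wells plus 3 SD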;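 also: peak over basal fluorescence ratio during 140 s after agonist addition; 0% = ACh EC80 plus DMSO and 100% = DMSO alone without agonist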
# CHO parental Ca: ATP-evoked calcium signal inhibitors, parental CHO, primary screen, counter-screen for OX1R antagonist project, cell-based, fluorescence, Fluo-8 calcium dye. parental CHO-K1, ATP-induced calcium, Fluo-8 fluorescence. inhibition, % at 5.6 µM. actives 0.63% (n = 330,000). AID 463079, 2010;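 active = inhibition above that plate's mean sample inhibition plus 3 SD, cut at about 26% in these data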;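 also: 0% = ATP-challenged DMSO wells and 100% = DMSO wells without ATP; some compounds past the cut are filed as inactive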
#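 Assay system: parental CHO cells; Read-out basis: percent inhibition of ATP-evoked calcium rise, normalized to controls; Benchmarks: ATP and no-ATP DMSO wells; Compound dosing: single nominal dose of 5.6 µM per compound; Signal: Fluo-8 calcium dye fluorescence; Also added: ATP as calcium-mobilizing challenge; Repeats: singlicate.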
# CHO-K1 Ca ag: counter-screen for M1 agonists: effect in parental CHO-K1 cells; Fluo-8 calcium fluorescence; scaled to maximal ATP response, vehicle zero; activation, % at 3 µM; actives 0.48% (n = 360,000); AID 602248, 2012; in the data active = activation above about 15%;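 also: untransfected CHO-K1 host cells lacking M1 receptor as counterscreen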
# * = called active by the depositor; x = no result given; & = joins results of further samples. The list is partial (hit frequency here may not be typical).
smiles,M1 PAM,TAAR1 antagonist,CHO-K1 Ca ag,CHRM1 antagonist,M1 ag,TAAR1 agonist,CHO parental Ca,CHO-K1 Ca antag,CHO-K1 Ca PAM
Cc1ccc(-[n+]2c(Cc3nn(-c4ccccc4)c(C)[n+]3-c3ccc(C)cc3)nn(-c3ccccc3)c2C)cc1,10.1,0.8,-0.3,-12.6,-8.4,2.3,x,4.5,-6.1
CCOC(=O)C12C(=O)OCC1C2c1ccccc1 (stereo not given),x,0.0,0.5,x,x,3.2,x,-18.4,9.0
Cc1cccc(OCCn2cccc2/C=C2/C(=O)NC(=O)N(Cc3ccco3)C2=O)c1,3.5,14.0,1.5,-9.3,-3.4,0.5,-11.6,-7.2,14.1
O=c1[nH]c(=O)n(Cc2ccccc2)c(O)c1C=NCCCO,12.1,8.2,1.2,-4.1,-5.2,23.4,-1.9,6.2,-4.5
Cc1cccc(CNCCc2ccccc2)n1,10.8,8.6,0.9,-10.9,-6.6,13.2,-5.8,-6.2,26.4
C=CCn1c(O)c(/C(C)=N/N2CCN(C)CC2)c(=O)[nH]c1=O,9.8,-21.4,0.0,-15.2,-2.7,4.5,-16.1,10.2,-12.0
CCCCn1c(O)c(C(=O)/C=C/c2c[nH]c3ccccc23)c(=O)[nH]c1=O,1.1,7.5,1.9,0.1,12.1,7.5,19.9,13.1,-18.4
O=C1NC(=O)C(=Cc2ccc(-c3ccc(F)cc3O)o2)C(=O)N1,-0.2,85.1*,5.2,46.7*,37.8*,104.7*,-0.8,-11.3,25.9
Cc1ccc(NP(=O)(Oc2ccccc2F)Oc2ccccc2F)cc1,-0.6,6.5,2.0,4.7,-6.1,4.1,-4.0,-20.9,21.1
CC(C)Oc1ccc(C2(C#N)CC[N+](C)(C)CC2)cc1,0.8,5.0,-0.1,7.0,-9.1,-0.9,-5.2,6.7,0.9
O=c1c2ccccc2nc(-c2ccccc2)n1-c1cccc(O)c1,9.0,13.4,3.5,4.7,-9.9,1.2,-17.2,-0.6,21.4
CCC(=O)OC1(c2ccccc2)CCN(C)CC1C (stereo not given),6.0,5.9,0.5,-0.4,-12.9,5.7,-11.2,-5.6,19.8
Cc1cc(/C=C2\C(=O)NC(=O)N(c3ccc(Br)cc3)C2=O)c(C)n1-c1cc(C(=O)O)cc(C(=O)O)c1,3.2,-0.6,0.8,-8.9,-2.3,0.4,-3.4,-12.9,18.0
O=C1NC(=O)N(c2ccc3c(c2)OCO3)C(=O)/C1=C\c1ccc(N2CCCCC2)o1,-9.0,-1.8,3.1,4.7,0.1,26.8,-5.4,24.6*,-8.9
Cn1c(C(=O)O)c(CC(=O)N2CCN(Cc3ccccc3)CC2)c2ccccc21,8.2,7.4,0.2,-36.9,-1.2,6.9,-19.5,-9.2,14.2
O=C(Nc1cccnc1)c1c(O)c2c(n(Cc3ccccc3)c1=O)CCCC2,6.1,-11.9,0.5,-9.7,-2.7,17.0,-16.6,-13.1,15.8
COc1ccc(C2CC(c3c(O)n(CCc4ccccc4)c(=O)[nH]c3=O)=NN2)cc1OC (stereo not given),3.9,-9.3,0.4,-7.4,-3.9,0.3,-30.9,-8.1,-1.2
CCCNC(=O)N1[C@H]2CC[C@@H]1C(C(=O)OC)=C(c1cccc(Cl)c1)C2,-4.0,3.3,1.1,7.1,-9.1,2.1,-20.8,-9.9,10.2
CC(N)C(=O)OC(C)(C)Cc1ccc(Cl)cc1 (stereo not given),7.5,-6.8,0.1,-29.1,3.2,2.3,-6.2,-2.3,-8.9
COC(=O)C1C(OC(=O)c2ccccc2)CC2CCC1N2C (stereo not given),22.1&6.5,12.8&13.6,0.7&-0.1,0.3&-8.5,13.4&2.2,0.2&0.4,-2.6&-8.4,-14.5&4.0,-7.7&-10.3
CC(Cc1cnccn1)NCc1c(C(=O)N2CCCCCCC2)nc2ccc(Cl)cn12 (stereo not given),5.9,-16.8,0.2,-1.3,-3.6,1.6,-17.9,-4.0,-8.3
CC(C)CN1Cc2cc(-c3ccccc3)ccc2-n2nncc2C1,4.2,4.9,0.1,5.9,3.0,-1.0,x,9.4,-7.2
Cc1cccc(NP(=O)(Oc2ccccc2)Oc2ccccc2)c1C,-16.9,73.4*,16.8*,29.8*,-2.8,5.5,-2.0,-4.4,16.0
Cc1ccccc1N1C(=O)CC(=O)NC1=O,0.7,4.6,0.2,-2.8,-3.8,1.6,-6.1,11.5,-7.8
CCn1cc(C(=O)N2CCCCC2)c2ccccc21,6.7,-18.9,0.0,-8.1,-6.2,1.3,-7.7,-14.8,15.8
C=C1[C@@H](OC(C)=O)[C@]23C[C@@H]1[C@@H](OC(C)=O)CC2[C@]12C4C[C@H]3[C@H]1N(CC)C[C@]4(C)CC[C@@H]2O (stereo not given in full),12.3,-19.0,0.0,-12.4,-5.5,0.0,-16.0,4.2,13.5
O=C(CN1CCCCC1)c1ccc(F)cc1,6.2,-6.8,0.9,-10.3,-2.8,1.7,8.1,-5.9,15.2
Cc1ccc2nc(-c3ccncc3)cc(C(=O)N3CCC4(CC3)OCCO4)c2c1,-3.0,34.2,4.4,-19.6,-2.0,22.9,-20.0,5.5,9.4
CCN(CC)c1ccc(CNCCc2ccc(F)cc2)cc1,-19.6,2.4,3.0,30.0*,-4.2,20.8,-2.1,5.6,-2.6
COc1ccc(-n2nnnc2C(CCc2ccccc2)N2CCC3(CC2)C(=O)NCN3c2ccccc2)cc1 (stereo not given),10.5,-19.6,0.3,1.0,-1.4,-0.9,x,10.1,1.9
COCCn1c(O)c(/C=N/NC(=O)CSC(=S)N2CCCC2)c(=O)[nH]c1=S,-4.4,-10.6,1.1,6.0,-6.2,6.3,-7.0,-14.7,9.0
Cn1ccnc1P(=S)(c1nccn1C)c1nccn1C,16.0,1.4,-0.1,-2.8,11.8,3.5,-4.1,2.2,-3.0
COc1ccc(N2C(=O)/C(=C/c3ccco3)C(=O)NC2=S)cc1,-4.6,-22.1,0.5,5.7,-2.2,11.5,-2.4,-8.6,-10.0
O=C(c1ccc2c(c1)OCO2)C1CCCN(Cc2ccccn2)C1 (stereo not given),-11.5,-44.5,0.8,21.0,-6.0,2.7,1.3,-13.8,16.1
CC(=NCC1CCCO1)c1c(O)n(-c2ccc(Cl)cc2)c(=O)[nH]c1=O (stereo not given),7.7,-11.0,0.8,-2.4,-2.2,3.5,-12.3,-11.6,21.3
CCCCOc1ccc(CC2C(=O)N(C)C(=O)N(C)C2=O)cc1,1.7,1.9,-0.2,4.6,0.2,-0.3,-13.3,0.4,12.1
CC(C)C12CN3CC(C(C)C)(CN(C1)C3c1cccnc1)C2=O (stereo not given),-0.7,3.5,0.2,2.6,-2.6,0.2,-13.5,-16.3,16.1
Cc1ccc(/C=C2\C(=O)NC(=S)N(c3ccccc3F)C2=O)s1,-5.3,21.3,0.7,10.4,-1.7,4.3,3.5,1.1,6.8
Cc1ccc(-n2nc(C)c3c2NC(=O)CSC3c2ccc3c(c2)OCO3)cc1 (stereo not given),1.6,-11.8,0.3,-20.5,-1.3,13.8,-22.5,-13.0,16.7
O=c1[nH]c(=S)[nH]c(O)c1CN1CCCCC1,6.7,1.5,-0.1,-1.1,0.0,-2.1,-0.7,12.6,-11.8
CN(C)C(=O)Oc1c(Cl)cc(Cl)c2cccnc12,13.5,-31.8,-0.6,-16.0,-5.2,4.8,1.5,-3.5,0.8
CN(C)C(=O)Oc1cccc(NC(=O)c2ccccc2C(F)(F)F)c1,8.4,-12.0,1.5,-4.8,-2.3,0.6,-13.7,5.7,8.5
Cc1ccc(-c2cc(-c3ccc(C)cc3)[n+](-c3ccc(C(=O)O)cc3)c(-c3ccc(C)cc3)c2)cc1,0.3,-2.8,4.3,1.9,-3.5,11.6,-11.3,0.1,1.0
COc1ccc(C(c2c(O)c3ccccc3oc2=O)c2c(C)n(C)n(-c3ccccc3)c2=O)cc1 (stereo not given),7.2,1.0,1.7,-6.8,-6.6,0.3,-14.5,4.1,15.1
CC(Cc1ccccc1)/[N+]([O-])=C\c1ccc(C(F)(F)F)cc1 (stereo not given),-4.6,-10.9,-0.5,-4.2,-9.6,11.0,-3.8,-7.3,0.3
CN(C)C1(CNC(=O)c2cc(S(=O)(=O)N3CCOCC3)c(Cl)cc2Cl)CCCCC1,12.1,-19.4,1.4,-15.1,-4.8,0.1,0.0,-4.1,13.0
COC(=O)c1ccc(CN2CCN(Cc3ccccc3)CC2)cc1,-12.3,-1.3,-0.1,4.4,-7.7,5.6,-10.5,-10.8,14.4
COc1cccc(NP2(=O)OCC(C)([N+](=O)[O-])CO2)c1 (stereo not given),8.2,-3.5,0.1,-0.8,3.8,2.8,x,8.8,-18.9
C1=NCCc2c1[nH]c1ccccc21,7.6,-8.4,0.1,-5.0,-4.3,9.0,-7.5,12.7,-27.5
COC(=O)C1=C(c2ccc(OC(F)(F)F)cc2)C[C@@H]2CC[C@H]1N2C(=O)NCCCOC(C)C,10.9,5.9,-0.4,-5.6,-9.9,4.5,-22.2,-8.2,8.5
CC(C)c1cccc(C(C)C)c1OCCn1ccnc1,-8.2,2.4,1.4,3.1,-5.1,10.3,-35.0,-10.6,22.4
Cc1ccc(C[n+]2c(-c3ccc(C)cc3)cc(-c3ccc(C)cc3)cc2-c2ccc(C)cc2)cc1,-12.7,x,14.5,32.8*,2.3,x,98.3*,16.7,3.9
COC(=O)C1=C(c2ccc3ccccc3c2)C[C@@H]2CC[C@H]1N2C(=O)NCC1CC1,-0.5,-0.2,-0.5,3.7,-4.9,7.0,-12.2,-1.7,5.3
CN(C)c1ccc(CN2CC=C(c3ccc(F)cc3)CC2)cc1,-18.4,5.1,0.6,17.4,-13.4,5.6,-18.5,-4.6,-0.5
CCC1(c2ccccc2)C(=O)N(C)C(=O)N(C)C1=O,7.7,1.7,0.0,-10.9,-1.5,0.1,8.1,-21.3,2.9
